# Source: PubChem
# INS promoter inh – TRM-6 insulin promoter activity inhibition; TRM-6 cells (human fetal islet line), insulin promoter-eGFP reporter, imaging; reporter expression induced with tamoxifen; inhibition, % at 2 µM; hit rate 0.9% among 130,000;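 active = inhibition above the mean plus 3 SD, with well images judged a real hit on visual review, cut at about 60% in these data, passing the limit was not always enough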
# sdo1 growth – sdo1-depleted yeast growth rescue; hit rate 0.21% among 140,000; AID 817; z-score at 10 µM; S. cerevisiae sdo1-depleted JHY4D growth rescue, OD600 30 h; hits give high values; pdr5 snq2 efflux-pump mutant strain;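 active = z-score above 3 at both the 24 hr and the 30 hr optical density reads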;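 also: z-score against mean and SD of all compound wells on the same plate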
# sdo1 growth Rescue 24 h – further read-out of sdo1 growth, marked with its call; z-score; S. cerevisiae sdo1-depleted JHY4D growth rescue, OD600; measured here: growth rescue at 24 h;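 0 is the plate mean of compound wells and units are plate SD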
# Numbers without * were called inactive; nt = not tested or not shown; & = joins results of further samples. A portion of the library; the hit share may differ from the screen's.
SMILES,INS promoter inh,sdo1 growth,sdo1 growth Rescue 24 h
CCCS(=O)(=O)N1CCC(C(=O)NC2CCC(C)CC2)CC1 (stereo not given),nt,0.47,-0.02
CCCc1cc(-c2nc(-c3ccc(Cl)cc3)cs2)ccn1,nt,-1.2,-1.4
Cc1cc(C(=O)COc2ccc(C#N)cc2)c(C)n1-c1ccc2c(c1)OCO2,-4,-1.3,-1.3
N#CC1=C(N)C(C#N)(C#N)C(c2cccnc2)C2CN(C(=O)OCc3ccccc3)CC=C12 (stereo not given),-115,0.38,0.22
CC1CC(C)(C)NC(=S)N1CCC(=O)N1CCc2ccccc21 (stereo not given),13,nt,nt
CCN(CC)C(=O)CNC(=S)N(CCCN1CCOCC1)Cc1cccs1,3,0.11,-0.34
CCOC(=O)CNC(=O)CNC(=O)c1nn(-c2ccc(OC)c(Cl)c2)c(=O)c2ccccc12,12,nt,nt
O=C1c2ccccc2-c2nnc(-c3ccc(F)cc3)cc21,0,nt,nt
COc1ccccc1C1C(C#N)=C(N)Oc2cc(C)n(Cc3ccccn3)c(=O)c21 (stereo not given),-48,0.43,-0.18
CCCCCCCCn1c(N2CCN(c3cccc(Cl)c3)CC2)nc2c1c(=O)[nH]c(=O)n2C,-28,-0.07,0.22
Cc1oc2ccc(NS(=O)(=O)c3cccc4cccnc34)cc2c1C(=O)OC(C)C,nt,-0.38,-0.9
C(=N\n1cnnc1)/c1ccc(OCc2ccccc2)cc1,30,-0.62,-0.37
OC1(c2ccc(F)cc2)CSC(=Nc2cccnc2)N1Cc1ccco1 (stereo not given),-47,nt,nt
O=C(CC1C(=O)NCCN1Cc1ccoc1)NCCc1ccc(Cl)cc1 (stereo not given),7,nt,nt
COc1ccc(/C=C/C(=O)Nc2ccc(OC)nc2)cc1,43,0.57,0.1
COc1ccc2[nH]c3nc(SCC(=O)NNC(=O)c4ccc(OC)c(OC)c4)nnc3c2c1,nt,0.49,1.5
CCCn1c(C)cc(C(=O)COC(=O)c2nccnc2N)c1C,-14,nt,nt
O=c1c2c(-c3ccco3)csc2nc(SCc2cn3cccnc3n2)n1-c1ccccc1,nt,-1.7,-0.8
CSCCC(NC(=O)C1CCC(C)CC1)C(=O)OCC(=O)c1ccc(Cl)cc1 (stereo not given),nt,-0.26,0.41
O=C(CSc1nc2ccccc2c(=O)n1Cc1ccc(Cl)cc1)NCc1cccs1,7,0.06,1.9
COc1ccc(-c2cn(-c3ccc(OC)cc3)c3[n+]2-c2ccccc2CC3)cc1,nt,-0.15,-1.3
CCSC1=NCCN1S(=O)(=O)c1ccccc1,57,nt,nt
CC(C)OP(=O)(c1ccc(N(C)C)cc1)C(O)c1ccccc1 (stereo not given),-19,-0.3,-0.41
CCCCCCCCCC[n+]1cccc2c3ccccc3ccc21,-107,nt,nt
O=C(Nc1ccc(N2CCOCC2)cc1)c1ccc2c(c1)OCO2,-67,nt,nt
COc1cccc(N2CCN(C(=S)NCCc3ccccc3)CC2)c1,-11,-1.1,-0.53
Cc1ccc(S(=O)(=O)N2CCN(C(=O)CSc3nnc(C)c(=O)[nH]3)CC2)cc1,6,0.57,-0.56
CC(=C1C2C=CC1C1C(=O)NC(=O)C21)c1ccccc1 (stereo not given),-2,-0.22,-0.55
Nc1nonc1NC(=O)CSc1nc2ccccc2s1,-4,-0.98,-1.3
COc1ccc(Br)cc1C(=O)NC(=S)Nc1ccc(Cl)c(C(=O)O)c1,0,nt,nt
COC(=O)Cn1cnc2c(nnn2-c2ccc(C)cc2)c1=O,16,1.2,0.75
CC(=O)N1CCC2(CC1)C(C#N)=C(N)Oc1n[nH]c(C(F)(F)F)c12,24,0.9,1.4
CCN(CC)c1ncnnc1-c1ccccc1,-21,-0.39,-0.73
Cc1ccc(CS(=O)(=O)CCC(=O)NCCC(C)C)cc1,-11,0.36,0.46
O=C(c1ccc2c3c(cccc13)CC2)N1CCOCC1,nt,0.78&1.4,0.98&0.66
FC(F)(F)c1cnc(C(c2ccccc2)c2ncn[nH]2)c(Cl)c1 (stereo not given),-45,nt,nt
Cc1cc(C=O)c(C)n1-c1ccc(Oc2ccc([N+](=O)[O-])cn2)cc1,7,-0.25,-0.51
S=C(NCc1ccccn1)Nc1ccccc1,-54,-0.26,-0.11
CC1(C)CC(=O)C2=C(C1)OC(N)=C(C#N)C2c1ccc(OC(=O)N2CCOCC2)cc1 (stereo not given),nt,-0.5,-0.32
COc1cccc([C@@H]2Oc3ccc(Br)cc3C(=O)[C@H]2OC(=O)NC2CCCC2)c1,24,-0.73,-0.87
Cc1ccc(-c2nc3cc(Cl)ccc3o2)cc1,22,-0.74,-0.66
CCN(CC)CCN1C(=O)C(=O)/C(=C(/O)c2c(C)[nH]c(C(=O)OC)c2C)C1c1ccccc1 (stereo not given),38,-0.38,-1.2
COc1ccc(CN(C)Cc2nc3scc(-c4ccccc4)c3c(=O)[nH]2)cc1OC,-27,-0.11,0.4
COc1ccc(C)cc1S(=O)(=O)Nc1cc(Cl)ccc1Cl,-32,-0.89,-0.5
CN1CCN(/N=C/c2c3ccccc3c(Cl)c3ccccc23)CC1,-28,nt,nt
COc1ccc(C(=O)N(C)c2c(C)n(C)n(-c3ccccc3)c2=O)cc1OC,0,nt,nt
CCCCCCOC(=O)c1ccccc1NC(=O)/C=C/C(=O)O,6,-0.32,0.93
Cc1cc(NS(=O)(=O)c2ccc(NC(=O)c3cnc4scc(C)n4c3=O)cc2)nc(C)n1,40,1.1,0.4
CN(C)C(=O)c1c(NC(=O)c2ccco2)sc2c1CCCCC2,-243,-1.1,-0.51
Clc1ccc(Oc2nc(N3CCOCC3)nc(N3CCOCC3)n2)cc1,nt,-0.96,-0.57
Cc1nc2nc[nH]c2cc1Br,21,0.69,0.24
COc1ccccc1-n1c(SCC(=O)NC(C)(C)C)nnc1-c1ccco1,36,0,0.66
O=C(O)CC1C(=O)NCCN1CCCc1ccccc1 (stereo not given),nt,0.63,0.92
Cc1ccccc1OCC(=O)N/N=C/c1ccc([N+](=O)[O-])o1,nt,-0.44,-0.43
CC(=O)N1CCN(Cc2nc3scc(-c4ccccc4)c3c(=O)[nH]2)CC1,25,nt,nt
O=C(O)c1cc([N+](=O)[O-])ccc1Nc1ccccc1,nt,0.48,-0.49
CCCCNCCOCCOc1ccccc1-c1ccccc1,-85,0.26,-0.59
CCN(c1cccc(C)c1)S(=O)(=O)c1cccc(C(=O)O)c1,19,-0.39,0.99
COc1ccc(OC)c(NC(=S)N(CCc2c(C)[nH]c3ccc(C)cc23)Cc2cccs2)c1,20,0.1,-0.12
COc1ccccc1-n1c(CNC(=O)c2cccs2)n[nH]c1=S,-21,nt,nt
# The list continues.
SMILES,INS promoter inh,sdo1 growth,sdo1 growth Rescue 24 h
CCCc1cc(=O)[nH]c(SCC(=O)CSc2nc(CCC)cc(=O)[nH]2)n1,nt,0.46,0.3
C=CCNc1nnc(-c2ccncc2)s1,-16,0.12,1.1
CCCC(C(=O)NC1CCCC1)N(C(=O)Cn1nnc(-c2ccc(C)o2)n1)C1CCCC1 (stereo not given),nt,0.4,0.78
CCc1ccc(OCC(=O)NC(NC(=S)Nc2ccccc2C)C(Cl)(Cl)Cl)cc1 (stereo not given),nt,0.63,0.78
O=C(COc1cccnc1[N+](=O)[O-])Nc1ccc(S(=O)(=O)N2CCOCC2)cc1,25,nt,nt
CCCCn1c(SCC(=O)Nc2nnc(CC)s2)nc2c1c(=O)n(C)c(=O)n2C,33,1.2,1.5
Cc1cc(C)c2c(N)c(C(=O)c3ccccc3)oc2n1,41,-0.67,-1.1
O=C(NC(=S)Nc1ccccc1[N+](=O)[O-])c1ccco1,0,nt,nt
CC1=C(C(=O)NC2CCC(C)CC2)C2(CCC(C)CC2)OC1=O (stereo not given),nt,0.96,1.2
O=C(Cc1nnc(NC(=O)c2ccccc2)s1)N/N=C/c1ccco1,nt,-0.98,0.4
O=C(NCCCN1CCCC1)c1cccc(N2CCCC2=O)c1,-1,-0.05,0.04
CN(C)c1cccc(NC(=O)C2(C)CC2(Cl)Cl)c1 (stereo not given),-15,-0.53,-0.91
CC1(C(=O)NC(=S)N(CCC#N)c2ccccc2)CC1(Cl)Cl (stereo not given),nt,0.55,-0.18
CN(C)c1ccc(N/C=C/C(=O)c2ccc(F)cc2)cc1,-338,0.94,0.86
Cc1c(C#N)c2ncnc(N)c2n1-c1ccccc1,nt,-0.34,-1

# 3 compounds out of the list, ordered by molar mass, low to high:
SMILES,INS promoter inh,sdo1 growth,sdo1 growth Rescue 24 h
O=C(NC(=S)Nc1ccccc1[N+](=O)[O-])c1ccco1,0,nt,nt
O=C(COc1cccnc1[N+](=O)[O-])Nc1ccc(S(=O)(=O)N2CCOCC2)cc1,25,nt,nt
CCCCn1c(SCC(=O)Nc2nnc(CC)s2)nc2c1c(=O)n(C)c(=O)n2C,33,1.2,1.5

# Carrying on.
SMILES,INS promoter inh,sdo1 growth,sdo1 growth Rescue 24 h
O=C(/C=N/O)Nc1cccnc1,19,-0.31,-0.95
CN1C(=O)c2ccccc2OC1(C)Cc1ccccc1 (stereo not given),-44,1.1,0.86
CCc1ccc(NS(=O)(=O)c2cccc3nonc23)cc1,0,nt,nt
CC(NC(=O)CN1CCN(Cc2ccc(Cl)cc2)C1=O)c1ccc2c(c1)OCCO2 (stereo not given),15,1.6,1.9
CC(Cc1ccccc1)C(=O)NCc1ccncc1 (stereo not given),5,-0.16,-1.1
O=C(CCn1c(=O)oc2ccccc21)NCc1ccc2c(c1)OCO2,nt,0.47,0.22
CCN(CC)S(=O)(=O)c1ccc(N2CCOCC2)c(NS(=O)(=O)c2ccc(C)cc2)c1,19,0.05,-0.08
Cc1c(C(=O)N2CCN(Cc3ccccc3)CC2)sc2ncnc(N3CCOCC3)c12,nt,-0.03,-0.24
CCc1ccc2c(c1)/C(=N/N(C)C(=S)NC)C(=O)N2,nt,-0.75,-1.4
CC1(C)SCC(C(=O)O)NC1=O (stereo not given),-41,nt,nt
Cc1ccc(OCC(=O)N2CCN(C(=O)c3cccnc3)CC2)cc1,-267,0.33,-0.95
Cc1ccc(S(=O)(=O)c2nc(-c3ccco3)oc2SCC(=O)NCC2CCCO2)cc1 (stereo not given),26,0.12,-0.08
Clc1ccc(CCNc2nc3ccccc3n3nnnc23)cc1,nt,0.32,0.25
NS(=O)(=O)c1ccc(CCNCc2cc(Br)ccc2OCc2ccccc2)cc1,-8,0.06,-0.44
COc1cc2[nH]c(=O)c(C(=O)NCCCN3CCCCC3)c(O)c2cc1OC,45,1.6,1.8

# Shown with bars between the fields: 13 of the compounds above.
compound | INS promoter inh | sdo1 growth | sdo1 growth Rescue 24 h
CCc1ccc(NS(=O)(=O)c2cccc3nonc23)cc1 | 0 | nt | nt
CC(NC(=O)CN1CCN(Cc2ccc(Cl)cc2)C1=O)c1ccc2c(c1)OCCO2 (stereo not given) | 15 | 1.6 | 1.9
CC(Cc1ccccc1)C(=O)NCc1ccncc1 (stereo not given) | 5 | -0.16 | -1.1
O=C(CCn1c(=O)oc2ccccc21)NCc1ccc2c(c1)OCO2 | nt | 0.47 | 0.22
CCN(CC)S(=O)(=O)c1ccc(N2CCOCC2)c(NS(=O)(=O)c2ccc(C)cc2)c1 | 19 | 0.05 | -0.08
Cc1c(C(=O)N2CCN(Cc3ccccc3)CC2)sc2ncnc(N3CCOCC3)c12 | nt | -0.03 | -0.24
CCc1ccc2c(c1)/C(=N/N(C)C(=S)NC)C(=O)N2 | nt | -0.75 | -1.4
CC1(C)SCC(C(=O)O)NC1=O (stereo not given) | -41 | nt | nt
Cc1ccc(OCC(=O)N2CCN(C(=O)c3cccnc3)CC2)cc1 | -267 | 0.33 | -0.95
Cc1ccc(S(=O)(=O)c2nc(-c3ccco3)oc2SCC(=O)NCC2CCCO2)cc1 (stereo not given) | 26 | 0.12 | -0.08
Clc1ccc(CCNc2nc3ccccc3n3nnnc23)cc1 | nt | 0.32 | 0.25
NS(=O)(=O)c1ccc(CCNCc2cc(Br)ccc2OCc2ccccc2)cc1 | -8 | 0.06 | -0.44
COc1cc2[nH]c(=O)c(C(=O)NCCCN3CCCCC3)c(O)c2cc1OC | 45 | 1.6 | 1.8

# Next section.
SMILES,INS promoter inh,sdo1 growth,sdo1 growth Rescue 24 h
CCOc1ccc(N2C(=O)CC(N3CCOCC3)C2=O)cc1 (stereo not given),nt,0.75,0.79
COc1ccc(OCC(=O)N/N=C(\C)CC(=O)Nc2ccc(OC)cc2[N+](=O)[O-])cc1,56,nt,nt
CCOC(=O)CC1C(=O)NCCN1S(=O)(=O)c1ccccc1 (stereo not given),6,nt,nt
Cc1ccc(N2C(=O)c3ccccc3C2C(=O)c2ccc(O)cc2O)cc1 (stereo not given),-31,0.49,0.89
COc1ccccc1C(=O)NCCc1nc2ccccc2n1C,nt,0.05,-0.82
Cc1cc(C)cc(N(C(=O)Cn2nnc3ccccc32)C(C(=O)NCc2ccco2)c2ccncc2)c1 (stereo not given),nt,0.13,-0.47
NS(=O)(=O)c1ccc(CCNC(=O)C2CCCCC2)cc1,27,-0.17,-0.5
CCOC(=O)c1cnc2cc(-c3ccc(C)cc3)nn2c1-c1ccccc1,-17,-0.49,0.05
O=S(=O)(Nn1cnnc1)c1ccccc1Cl,41,0.34,0.58
COc1ccc(S(=O)(=O)N2CCC(C(=O)NCc3ccccn3)CC2)cc1C,6,0.86,0.48
CCN(CCCNC(=O)c1cn(CC)c2ccc(S(=O)(=O)N(C)C)cc2c1=O)c1cccc(C)c1,-46,0.39,0.2
CCc1ccc(Nc2ccc(S(=O)(=O)N3CCOCC3)cc2[N+](=O)[O-])cc1,nt,-0.14,0.19
Cc1oc2ccc(O)cc2c1C(=O)c1ccc(Cl)cc1,-38,-1.4,-1.5
COc1ccc(-n2nccc2-c2nn(-c3cccc(OC)c3)c(=O)n(C)c2=O)cc1,-25,-0.39,0.03
CCOc1ccc(OCC)c(NC(=O)CCS(=O)(=O)c2ccc(Br)s2)c1,-42,0.02,0.01
CCN1C(=O)/C(=C2\C=Cc3ccccc3N2CC)OC1=S,-46,nt,nt
CCOc1cc(/C=C2\N=C(C)OC2=O)cc(Br)c1OCC(=O)OC,nt,-0.97,-1.8
